Bioassay records (PubChem)
G9a inh – blocks human histone lysine methyltransferase G9a | 8.8% of 350,000 active | AID 504332 | Potency, µM (highest dose often 102 µM), for inactives: at the top dose activity, negative = inhibition, actives largely listed as inhibitors | G9a H3K9 monomethylation, AlphaScreen, 2 h; note: potency is the fitted concentration of half-maximal effect; % is set by controls: 0 for no effect and ±100 for the full control effect; nearly all actives have a fitted effect of over 75% in size
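Enzyme 20 nM + cpd, 15 min RT; add b-H3K9 pep 500 nM / SAM 20 uM; 2 h RT; anti-H3K9me1 Ab 0.5 ug/mL + SA donor / anti-rabbit acceptor beads 20 ug/mL each, 10 min; AlphaScreen read.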
PI4K2A block – inhibitors of human PI4K2A; 0.13% of 420,000 active; Q9BTU6; purified PI4K2A, ADP-Glo luminescence, 1 h; stronger effect = lower value; activity change, negative = inhibition, % at 76.9 µM; in the data active = activity change below about -50%; inconclusive = mostly about -30% to -49%;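 note: -100% = wells without enzyme as full effect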
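ADP-Glo luminescence measured ADP generated by PI4K2A enzyme (4 ug/mL before mixing) with 1.2 mM PI substrate (pre-mix) and 300 microM ATP (pre-mix). Tris pH7.5 buffer with MgCl2, Triton X-100; 1 h reaction at ambient temperature.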
BAZ2B block – BAZ2B (human) inhibition; 4.4% of 360,000 active; Q9UIF8; AlphaScreen BAZ2B-H3K14Ac peptide displacement; Potency, µM (highest dose often 114 µM), for the others: top-dose activity change, negative = inhibition, hits mostly inhibitors; note: potency is the fitted concentration of half-maximal effect; % is set by controls: 0 for no effect and ±100 for the full control effect; nearly all actives have a fitted effect of over 60% in size
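AlphaScreen luminescence quantifies BAZ2B engagement of H3K14Ac peptide; the protein and biotinylated peptide are both at 50 nM final, buffer PBS pH 7.4 with 0.01% Tween-20, all steps at room temperature.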
ERG-DNA inh – ERG Ets/DNA interaction inhibition | fluorescence polarization, His-ERG Ets domain / labelled DNA | Potency, µM (doses to about 76.9 µM), inactives show at the top dose FP activity, negative = inhibition, usual class: inhibitors | 0.028% of 370,000 active; active = well fitted inhibition curve with a large enough effect in the polarisation, with a control signal flat; inconclusive = small, poorly fitted or top-dose-only effect, or effect the other way, or a change in a side signal; inactive = no such curve, though single readings can be large or run the other way; the % refers to the polarisation;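 note: polarization taken with two DNA probes labelled with fluorescein and Texas red; potency is the fitted concentration of half-maximal effect; % of control where 0% means no effect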
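His-tagged ERG Ets domain (1 uM in the protein solution; 300mM KCl, 50mM Tris-HCl, 1mM EDTA, 1mM DTT, pH 7.5) received compound, then a probe mix of 5 nM fluorescein-DNA and 100nM Texas-615-DNA. Fluorescence polarization was read for both dyes.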
HP1b chromo inh – blocks HP1-beta chromodomain binding to methylated histone tails; P83916; AlphaScreen HP1-beta / biotin-H3K9me3 peptide binding; Potency, µM (series often up to 114 µM), for the others: top-dose activity change, negative = inhibition, hits mostly inhibitors; 0.56% of 390,000 active; note: potency is the fitted concentration of half-maximal effect; nearly all actives have a fitted effect of over 70% in size; inactives centre near 23
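HP1-beta protein (50 nM final) preincubated 30 min at room temperature with biotinylated H3(1-18)K9me3 peptide (50 nM) in PBS pH 7.4, 0.01% Tween-20, then compound added for 30 min. AlphaScreen streptavidin donor/nickel chelate acceptor beads (10 ug/mL final), 30 min dark, luminescence read.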
JMJD2A Tudor – blocks the human JMJD2A Tudor domain. 4.4% of 390,000 active. Potency, µM (series often up to 114 µM), for inactives: top-dose activity change, negative = inhibition, actives largely listed as inhibitors. O75164. AID 504339. AlphaScreen JMJD2A-Tudor / H3K4me3 peptide binding; note: potency is the fitted concentration of half-maximal effect; % is set by controls: 0 for no effect and ±100 for the full control effect; nearly all actives have a fitted effect of over 50% in size
ALOX12 inh – blocks human arachidonate 12S-lipoxygenase | P18054 | purified 12hLO, xylenol orange hydroperoxide absorbance | Potency, µM (highest dose often 108 µM), for the others: at the top dose activity change, negative = inhibition, most hits filed as inhibitors | 1.1% of 580,000 active | AID 1671190; note: potency is the fitted concentration of half-maximal effect; % is set by controls: 0 for no effect and ±100 for the full control effect
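Hydroperoxide product was detected by ferrous iron/xylenol orange as the 573 to 405 nm absorbance ratio. Arachidonic acid at 40 uM (final) was turned over for 30 min at room temperature by 150 nM human 12hLO, pH 7.0 Hepes buffer, after 15 min compound preincubation.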
RGS4 inh – blocks human RGS4-accelerated GTP hydrolysis | P49798 | Transcreener GDP fluorescence polarization, RGS4-accelerated GTP hydrolysis | Potency, µM (top dose mostly 114 µM), inactives show at the top dose activity change, negative = inhibition, hits mostly inhibitors | 0.039% of 390,000 active | AID 504845; note: potency is the fitted concentration of half-maximal effect; % is set by controls: 0 for no effect and ±100 for the full control effect; nearly all actives have a fitted effect of over 75% in size; some results filed as inactive show a strong effect at the top dose
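MLSMR compounds (23 nl, pin-transferred) preincubated 10 min at room temperature with a 500nM (2x) first reagent, then RGS4 at 900nM (2x) plus Transcreener GDP mix added; fluorescence polarization (620/688 nm) read before and after 90 min at 30 °C.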
GLS inh – glutaminase GLS (human) inhibition; GLS enzymatic activity, qHTS titration; Potency, µM (series often up to 45.5 µM), for the others: at the top dose activity change, negative = inhibition, most hits filed as inhibitors; AID 624170; 0.21% of 410,000 active; O94925; note: potency is the fitted concentration of half-maximal effect; % is set by controls: 0 for no effect and ±100 for the full control effect
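Compounds were pin-transferred onto hKGA, after which L-glutamine (1 mM solution) and a detection mix of glutamate oxidase, HRP and Amplex Red were added. Initial and 30 min RT fluorescence reads were collected.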
The depositor's hits bear a star; ? = inconclusive; . = no result given; & = joins results of further samples; [ ] = another dose, or the depositor's remark. Unless noted, calls come from the whole dose curve; as a rule, active = well fitted curve in the direction sought with a large enough effect; inconclusive = small, poorly fitted or top-dose-only effect, or another doubt; inactive = no such curve, though single readings can be large; an effect the other way counts as inactive or inconclusive. An excerpt; the hit share may differ from the screen's.

SMILES | G9a inh | PI4K2A block | BAZ2B block | ERG-DNA inh | HP1b chromo inh | JMJD2A Tudor | ALOX12 inh | RGS4 inh | GLS inh
CC(C)NC(=O)C(=O)Nc1ccc2c(c1)N(S(=O)(=O)c1cccs1)CCC2 | -33% | 3 | -32% | 2% | 18% | -11% | 3% | -13% | 2%
OC(COc1ccc(Br)cc1)CN1CCOCC1 (stereo not drawn) | -5%[59 µM] | 4 | -25% | -1% | 20% | -5% | -5% | 10% | 2%
O=C(C1CCC(Cn2c(=O)c3sccc3n(Cc3ccccc3F)c2=O)CC1)N1CCOCC1 (stereo not drawn) | 15%[59 µM] | 1 | -14% | 1% | 28% | -19% | -4% | 6% | 5%
CCOC(=O)c1oc2ccc(OC)cc2c1NC(=O)CN1CCN(C)CC1 | -28% | -8 | -2% | -13% | 20% | -1% | -16% | 1% | -10%
CCN(CC(=O)Nc1ccccc1C(F)(F)F)C(=O)c1ccccc1Cc1ccccc1 | 3%[0.501 µM] | 2 | 15% | -1% | 16% | -6% | 0% | 7% | 8%
O=C1COc2ccc(C(=O)COC(=O)c3c(F)cccc3Cl)cc2N1 | -8%[12.7 µM] | 1 | 7% | 4% | 45%[activator] | 5% | -5% | -10% | -2%
COc1ccc(N)cc1NC(=O)CN1CCCC1 | ? | -3 | -28% | -5% | -8% | -18% | -6% | -32% | 5%
O=C(c1cc2nc(-c3ccco3)cc(C(F)(F)F)n2n1)N1CCc2ccccc2C1 | 46%[12.7 µM] | -4 | 6% | -1% | 43%[activator] | -3% | ? | -24% | 10%
Cc1ccc(OCc2nc(-c3ccccc3)no2)c(C)c1 | 369%[activator] | -11 | 245%[activator] | -4% | 302%[activator] | 180%[activator] | 416%[activator] | -2% | -1%
CC(=O)c1cc(Cl)ccc1OCC(=O)NC1CCCC1 | -1% | 0 | -5% | -7% | 23% | 2% | -33% | -5% | 1%
CCOC(=O)c1ccc(Nc2ncnc3c2cnn3-c2cccc(Cl)c2)cc1 | 7%[59 µM] | -5 | 5% | -9% | 25% | -12% | ? | -11% | 5%
COc1cc(/C=N/N=C2/NC(=O)C(Cc3ccc(F)cc3)S2)ccc1O (stereo not drawn) | 22% | 6 | 2% | -9% | 38% | -10% | -14% | -29% | -5%
CCc1ccccc1OCCSc1nnc(-c2cc(OC)c(OC)c(OC)c2)o1 | 0%[59 µM] | -10 | -16% | 20% | 26% | -26% | -1% | 2% | 4%
COC(=O)c1c(C)[nH]c(O)c1C=Nc1ccc(C#N)cc1 | 18µM* | -6 | 100µM* | -5% | 17% | ? | -12% | -45% | -2%
CCc1nnc(SCC(=O)Nc2ccc3c(c2)OCO3)n1CC | 22% | -3 | -2% | 4% | 18% | -14% | . | 16% | 0%
COc1ccc(NC(=O)CSc2nnc(Cn3nnc4ccccc43)n2C)cc1 | -7% | 9 | 5% | -11% | 25% | -11% | 0% | 10% | -1%
FC(F)Oc1ccc(C2=Nn3c(nnc3-c3ccccc3Cl)SC2)cc1OCC1CC1 | . | 5 | . | . | 42%[activator] | -10% | 0% | -10% | -10%
CCCS(=O)(=O)n1nc(-c2ccc(C)cc2)cc1N | 2% | 1 | 2% | -3% | 35% | -2% | -10% | 13% | 3%
CCOC(=O)C1=C(C)NC2=C(C(=O)c3ccccc32)C1c1ccc(O)cc1 (stereo not drawn) | ? | -5 | ? | . | -24% | ? | ? | -28% | 12%
CCOC(=O)C(=O)c1cn(C2OCC(OC(C)=O)C(OC(C)=O)C2OC(C)=O)c2ccccc12 (stereo not drawn) | 10%[59 µM] | 4 | -11% | -4% | 13% | -18% | 4% | 3% | -11%
COc1ccc(CC(=O)Nc2c3c(nn2-c2cccc(C)c2C)CS(=O)C3)cc1 (stereo not drawn) | -31% | -2 | -1% | -8% | 33% | 3% | 3% | -1% | 0%
CCOc1ccc(NC(=O)CC2C(=O)N(c3ccc(OC)cc3)C(=O)N2C2CCCCC2)cc1 (stereo not drawn) | 3%[59 µM] | -15 | -12% | 0% | 36% | -28% | -29% | -34% | 0%
CCN(CC)C(NC(=O)c1ccccc1)C(=O)c1ccccc1 (stereo not drawn) | ? | 4 | 6% | 0% | 30% | -25% | 0% | -14% | 4%
O=C(/C=C/c1ccc2c(c1)OCO2)Nc1nc(-c2ccccc2)cs1 | -9%[59 µM] | 4 | 9% | -11% | 31%[activator] | -17% | 14% | 15% | 6%
CCn1cc(/C=C(\NC(=O)c2ccccc2Cl)C(=O)NCCCn2ccnc2)c2ccccc21 | -32%[59 µM] | 8 | ? | 4% | 5% | ? | -12% | 29% | 1%

The final two records of the part before come first, to join the parts.
SMILES | G9a inh | PI4K2A block | BAZ2B block | ERG-DNA inh | HP1b chromo inh | JMJD2A Tudor | ALOX12 inh | RGS4 inh | GLS inh
O=C(/C=C/c1ccc2c(c1)OCO2)Nc1nc(-c2ccccc2)cs1 | -9%[59 µM] | 4 | 9% | -11% | 31%[activator] | -17% | 14% | 15% | 6%
CCn1cc(/C=C(\NC(=O)c2ccccc2Cl)C(=O)NCCCn2ccnc2)c2ccccc21 | -32%[59 µM] | 8 | ? | 4% | 5% | ? | -12% | 29% | 1%
Cc1cccc(N2CCN(C(=O)CN3C(=O)NC(C)(C)C3=O)CC2)c1C | . | 1 | -4% | 9% | 1% | -6% | 0% | 13% | 1%
COc1ccc(-n2nnc3c(SCC(=O)NCc4ccco4)ncnc32)cc1 | 6% | -10 | -9% | 10% | 5% | -9% | 14% | -8% | 14%
O=C1NC(c2ccc3c(c2)OCO3)Oc2ccccc21 (stereo not drawn) | 16% | 17 | -1% | -8% | 8% | 1% | -12% | 25% | 8%
COc1ccc(NC(=S)N2CCC(NC(=O)c3ccco3)CC2)cc1 | 15% | 7 | -10% | -4% | 6% | -9% | 8% | -3% | 25%
Cc1cccc(OCCCC(=O)NC(C)C)c1 | 37%[12.7 µM] | -7 | 1% | 14% | -3% | -6% | 10% | ? | -1%
CCCCN(C)CCNC(=O)Cn1ncc2c3ccccc3n(CCC)c2c1=O | -9%[59 µM] | -4 | -2% | 1% | 28% | -17% | -22% | -34% | 9%
CCC(CC)C(=O)N1CC(=O)Nc2ccc(F)cc2C1c1ccc(F)cc1 (stereo not drawn) | -143% | -1 | -10% | -6% | 38% | -12% | -21% | -11% | 2%
Cc1ccc(C(=O)NCC(c2cccs2)S(=O)(=O)c2cccs2)cc1C (stereo not drawn) | 1%[59 µM] | -9 | 3% | -10% | 32% | -6% | 0% | -31% | -3%
COc1ccc(CCNc2ncnc3c2c(C)c(C)n3CCO)cc1OC | -9% | -1 | -32% | 5% | 14% | ? | ? | ? | 15%
CCCn1c(-c2ccc(OC)cc2)nc2ccccc21 | -3%[59 µM] | 0 | -1% | -3% | 11% | -21% | 0% | ? | -3%
O=C1ON=C(c2ccc(Cl)c([N+](=O)[O-])c2)/C1=C/c1cccc([N+](=O)[O-])c1O | ? | 8 | 6% | 1% | 7% | 20µM* | 74%[activator] | -7% | -1%
CC(C)(C)c1ccc(C(=O)NCc2ccco2)cc1 | . | -4 | . | -3% | 38% | -7% | 137%[activator] | 0% | 3%
C=CCC(C)(NCc1ccccc1)c1ccco1 (stereo not drawn) | 13µM* | 7 | 50µM* | 3% | ? | 2µM* | -14% | -16% | -3%
Cc1ccc(S(=O)(=O)N/N=C\c2ccc3c(c2)OCO3)c(C)c1 | 1%[59 µM] | -1 | -18% | -7% | 24% | -30% | 153%[activator] | -14% | 13%
COc1cccc(-c2ccc(C#N)c(OC(=O)c3c(Cl)cccc3Cl)n2)c1 | 16%[59 µM] | 6 | 22% | 7% | 100%[activator] | 48%[activator] | -11% | -14% | 1%
O=C(NC1CCCN(Cc2ccc(Cl)cc2)C1)c1ccccc1C(F)(F)F (stereo not drawn) | . | 3 | -6% | 5% | 40%[activator] | -4% | ? | -18% | -4%
Fc1ccccc1N1CCN(CCCc2ccccc2)CC1 | 35µM* | 1 | ? | 4% | ? | 22µM* | -23% | -19% | -6%
Cc1ccc(NC(CNS(=O)(=O)c2ccc(Cl)cc2)c2ccccc2)cc1 (stereo not drawn) | -11%[59 µM] | 1&4 | ? | 4%&-8% | 3%&-16% | -4%&-11% | ? | -20%&-26% | 4%&-8%
CCN1C(c2ccccc2)C(C)C(=O)C(C)C1c1ccccc1 (stereo not drawn) | -12% | -2 | 3% | -4% | 62%[activator] | 40%[activator] | 360%[activator] | -2% | 3%
Cc1cc(NC(=O)C(C)Oc2ccc(C(C)(C)C)cc2)no1 (stereo not drawn) | 24% | -2 | 0% | 16% | 35%[activator] | 2% | 7% | 3% | -2%
COc1ccc(NC(=O)Cc2ccc(Cl)cc2Cl)cn1 | -1% | -6 | -14% | -5% | 31% | -2% | -21% | 17% | 12%
Cc1ccc(C(=O)c2ccccc2C(=O)OCC(=O)NCC2CCCO2)cc1 (stereo not drawn) | 36%[12.7 µM] | -1 | 2% | 10% | -2% | -17% | -24% | 10% | -1%
CCCN(C#N)c1nc(NCC)nc(NC(C)C)n1 | ? | -2 | -6% | 3% | 14% | -14% | 0% | 23% | 3%

Copied from the list:
Cc1ccc(C(=O)c2ccccc2C(=O)OCC(=O)NCC2CCCO2)cc1 (stereo not drawn) @ G9a inh: 36%[12.7 µM]
CCCn1c(-c2ccc(OC)cc2)nc2ccccc21 @ ALOX12 inh: 0%
